Rac1 mut GTP = GTP binding modulators of activated mutant Rac1, primary screen, biochemical, bead-based flow cytometry, multiplex, fluorescent GTP | Ras-related C3 botulinum toxin substrate 1 (Homo sapiens), P63000 | GST-Rac1 activated beads; actives lie on both sides; 100% means binding = to untreated wells | percent activity (GTP binding), % at 10 µM | 190,000 compounds, 0.11% hits | AID 764, 2007;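 active means GTP binding at least 20 percentage points away from the 100% baseline, in either direction, so actives lie on both sides; inconclusive means Compound likely fluorescent itself, or too few beads counted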
HRas wt GTP = modulators of GTP binding to HRas wildtype, primary screen, biochemical, bead-based flow cytometry, multiplex; GTPase HRas (Homo sapiens), P01112; GST-Ras wt beads, Bodipy-FL-GTP binding; actives lie on both sides; GTP binding activity, % at 10 µM; 190,000 compounds, 0.14% hits;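 active means GTP binding activity at least 20% away from the 100% baseline, either lowered as inhibitor or raised as activator; inconclusive means flagged as likely green fluorescent, judged across all proteins in the well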;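 further: 0% = unlabeled GTP competition control and 100% = no-compound control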
Target sequence (P01112 whole entry, looked up): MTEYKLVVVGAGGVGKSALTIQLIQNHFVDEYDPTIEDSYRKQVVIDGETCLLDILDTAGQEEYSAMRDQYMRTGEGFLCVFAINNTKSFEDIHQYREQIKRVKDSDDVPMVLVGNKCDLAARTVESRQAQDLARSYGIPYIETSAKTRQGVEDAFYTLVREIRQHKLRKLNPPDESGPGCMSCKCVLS
Mcl1-Bid inh = Mcl-1/Bid binding inhibitors, primary screen, biochemical, TR-FRET, 1536-well; Induced myeloid leukemia cell differentiation protein Mcl-1 (Homo sapiens), Q07820; TR-FRET Mcl-1/Bid-Dy647 peptide binding; inhibition, % at 21.7 µM; 220,000 compounds, 0.97% hits; AID 1021, 2008;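 active means compounds that cut the binding signal by more than half at the single screening dose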;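 further: His-tagged Mcl-1 with europium anti-His antibody binding Bid BH3 peptide; 0% = Mcl-1 plus peptide wells and 100% = peptide-only wells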
Target sequence (Q07820 whole entry, looked up): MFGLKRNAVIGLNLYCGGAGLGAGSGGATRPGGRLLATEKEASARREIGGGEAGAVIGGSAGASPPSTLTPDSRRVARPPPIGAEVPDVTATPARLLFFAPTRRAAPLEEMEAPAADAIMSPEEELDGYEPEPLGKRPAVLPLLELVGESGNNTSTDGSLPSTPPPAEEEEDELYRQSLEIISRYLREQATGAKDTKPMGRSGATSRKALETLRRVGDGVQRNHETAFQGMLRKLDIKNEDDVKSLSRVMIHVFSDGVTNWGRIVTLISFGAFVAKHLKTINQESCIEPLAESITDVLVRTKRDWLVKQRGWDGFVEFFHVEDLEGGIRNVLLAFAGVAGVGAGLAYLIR
Pf gamet viab = late stage P. falciparum gametocyte viability inhibitors, primary screen, ATP luminescence, HTS; P. falciparum stage V gametocytes, 24 h; inhibition, % at 10.9 µM; 150,000 compounds, 0.065% hits;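 active means inhibition above the mean plus 3 SD of compounds within the control limits, set per campaign, cut at about 38% in these data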;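 further: 0% = DMSO wells and 100% = medium only without gametocytes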
Rab2 wt GTP = modulators of GTP binding to Rab2A wildtype, primary screen, biochemical, dog, bead-based flow cytometry, multiplex. Ras-related protein Rab-2A (Canis lupus familiaris), P61105. GST-Rab2 wt beads, Bodipy-GTP binding. GTP binding activity, % at 10 µM. 190,000 compounds, 0.19% hits;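 active means GTP binding activity at least 20 points away from 100%, either lowered or raised; inconclusive means signal likely due to the compound's own green fluorescence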;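 further: 0% = beads with excess unlabeled GTP and 100% = no-compound control corrected for plate trend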
RGS8-Gao = RGS8-Galphao binding modulators, primary screen, biochemical, multiplexed bead flow cytometry; Guanine nucleotide-binding protein G(o) subunit alpha (Homo sapiens), P09471; actives lie on both sides; response (percent of control binding), % at 10 µM; 220,000 compounds, 0.34% hits; in the data active means response below about 60% or above about 140%; inactive means in between;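 further: Galphao activated as the GDP aluminium fluoride complex binding bead-coupled RGS8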
Cdc42 wt GTP = modulators of GTP binding to wildtype Cdc42, primary screen, biochemical, multiplex bead flow cytometry, Bodipy-GTP | Cell division control protein 42 homolog (Homo sapiens), P60953 | GST-Cdc42 beads; actives lie on both sides | percent activity (GTP binding), % at 10 µM | 190,000 compounds, 0.2% hits;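 active means percent activity GTP binding at least 20 points away from the 100% baseline, either down as inhibitor or up as activator; inconclusive means compound flagged as likely green fluorescent from well-wide comparison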;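 further: median bead fluorescence of bound Bodipy-FL-GTP at 100 nM; 0% = excess unlabeled GTP control and 100% = no compound control; below 100% means less GTP binding so inhibitor and above means activator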
Target sequence (P60953 whole entry, looked up): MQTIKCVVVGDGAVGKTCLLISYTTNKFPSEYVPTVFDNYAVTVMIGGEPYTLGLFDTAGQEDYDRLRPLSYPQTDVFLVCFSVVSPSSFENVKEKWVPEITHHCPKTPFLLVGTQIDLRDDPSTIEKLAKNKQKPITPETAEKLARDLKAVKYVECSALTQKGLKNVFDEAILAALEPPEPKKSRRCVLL
Rac1 wt modul = wildtype Rac1 GTP binding modulators, primary screen, biochemical, GST-Rac1 beads, flow cytometry, multiplex; Ras-related C3 botulinum toxin substrate 1 (Homo sapiens), P63000; fluorescent GTP binding; actives lie on both sides; 0 = cold GTP competed, 100 = untreated; GTP binding activity (% of control), % at 10 µM; 190,000 compounds, 0.27% hits; AID 757, 2007;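 active means GTP binding activity at least 20 points away from the 100% control level, either lower or higher; inconclusive means compound flagged as likely green fluorescent, judged across all proteins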
Bim-Mcl-1 = inhibitors of Bim peptide binding to Mcl-1, primary screen, biochemical, bead-based flow cytometry, multiplex; Induced myeloid leukemia cell differentiation protein Mcl-1 (Homo sapiens), Q07820; Bim peptide-Mcl-1 binding; inhibition, % at 10 µM; 190,000 compounds, 0.1% hits; AID 1009, 2008; in the data active means inhibition above about 40%;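 further: 0% = no compound tracer wells and 100% = peptide blocker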
Mcl1 Noxa PPI = Mcl-1/Noxa binding inhibitors, primary screen, biochemical, TR-FRET, 1536-well; Induced myeloid leukemia cell differentiation protein Mcl-1 (Homo sapiens), Q07820; TR-FRET Mcl-1/Noxa peptide binding, 2 h; inhibition, % at 21.7 µM; 220,000 compounds, 1.5% hits; AID 1022, 2008;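 active means compounds that cut the protein-peptide binding signal by more than 50% relative to plate controls in a single-dose test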;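 further: His-tagged Mcl-1 with rhodamine Noxa BH3 peptide and terbium anti-His antibody; 0% = Mcl-1 plus Noxa peptide wells and 100% = peptide-only wells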
Rab7 wt GTP bind = modulators of GTP binding to Rab7, primary screen, biochemical, wildtype, multiplex bead flow cytometry | GST-Rab7 beads, fluorescent GTP binding; actives lie on both sides; untreated = 100%, excess cold GTP = 0% | GTP binding activity (percent of control), % at 10 µM | 190,000 compounds, 0.055% hits;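 active means fluorescent GTP binding to Rab7 beads changed by at least 20 points from the 100% baseline, either direction, mostly lower; inconclusive means compound itself probably fluorescent, or too few beads counted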;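 further: median green fluorescence of bound Bodipy-FL-GTP per Rab7 bead population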
The depositor's hits bear a star; ? = inconclusive; . = not tested or not shown. Random draw from the library (roughly 2.9% active in at least one column).

SMILES | Rac1 mut GTP | HRas wt GTP | Mcl1-Bid inh | Pf gamet viab | Rab2 wt GTP | RGS8-Gao | Cdc42 wt GTP | Rac1 wt modul | Bim-Mcl-1 | Mcl1 Noxa PPI | Rab7 wt GTP bind
COCC(=O)Nc1ccccc1C(=O)NC(C)C | 100 | 103 | -1 | 14 | 103 | 100 | 105 | 103 | -2 | 4 | 100
S=C(NCc1cccs1)Nc1ccccc1Cl | 100 | 100 | -54 | 0 | 102 | 103 | 103 | 105 | -5 | 20 | 103
COC(=O)C1=C(N)Oc2cc(C)oc(=O)c2C1c1cccnc1 (stereo not given) | 97 | 98 | -18 | -13 | 97 | 104 | 98 | 99 | -1 | -8 | 96
CNc1oc(Cc2ccccc2)nc1S(=O)(=O)c1ccccc1 | 102 | 105 | -10 | . | 108 | 90 | 105 | 106 | 0 | 22 | 105
COc1ccc(C(=O)/C=C/c2ccc(OC3CSC3)cc2)cc1 | 95 | 98 | -12 | -5 | 95 | 102 | 96 | 98 | -4 | -13 | 97
COc1ccc(N2CCN(C(=O)CN(C)S(=O)(=O)c3cnc[nH]3)CC2)cc1 | 101 | 102 | -8 | 8 | 102 | 94 | 104 | 106 | -4 | 12 | 103
C=CCOc1c(Br)cc(/C=N/NC(=O)Cc2ccc(C(F)(F)F)cc2[N+](=O)[O-])cc1OC | 101 | 101 | -5 | 0 | 99 | 112 | 101 | 102 | 2 | 7 | 98
O=C1CC(N2CCN(c3cccc(C(F)(F)F)c3)CC2)C(=O)N1c1ccccc1F (stereo not given) | 97 | 97 | 3 | . | 97 | 130 | 96 | 98 | 0 | 10 | 95
Cn1c(NC(=O)C[n+]2cc(-c3ccc(Cl)cc3)n3c2CCC3)cc(=O)n(C)c1=O | 98 | 102 | -5 | . | 105 | 100 | 100 | 105 | -6 | -9 | 103
COc1ccc(CCN(C)Cc2ccc(OCc3ccccc3)c(OC)c2)cc1OC | 94 | 98 | 30 | -26 | 96 | 106 | 100 | 98 | -6 | 29 | 93
S=C(Nc1ccc2nccnc2c1)N1CCOCC1 | 88 | 92 | -21 | . | 90 | 100 | 87 | 90 | 3 | 0 | 103
CCOC(=O)c1cccc(N2C(N)=NC(N)=NC2(C)C)c1 | 98 | 104 | 0 | 10 | 103 | 100 | 105 | 106 | -2 | -2 | 101
O=C1NC(=S)N/C1=C/c1cccc([N+](=O)[O-])c1 | 96 | 99 | 6 | -5 | 96 | 99 | 96 | 91 | 5 | 4 | 104
N#C/C(=C\c1ccc(OC(=O)c2cccs2)cc1)c1nc2ccccc2[nH]1 | 101 | 99 | -14 | -15 | 101 | 102 | 96 | 102 | 0 | 11 | 100
N=C1S/C(=C\c2cccc3ccccc23)C(=O)N1c1ccc(F)cc1 | 94 | 95 | -2 | 19 | 94 | 101 | 95 | 94 | 1 | 15 | 95
CC(C)(C)C1CCc2c(sc(NC(=O)c3cccs3)c2C(=O)N2CCCCC2)C1 (stereo not given) | 101 | 102 | -4 | 10 | 102 | 103 | 100 | 104 | 1 | 4 | 102
c1ccc(CSc2nnc(-c3cccnc3)o2)cc1 | 99 | 101 | 0 | . | 100 | 101 | 99 | 100 | -41 | 6 | 102
CCCS(=O)(=O)N1CCN(S(=O)(=O)c2ccc(F)cc2)CC1 | 100 | 101 | 4 | . | 102 | 104 | 107 | 108 | 2 | 1 | 99
COC(=O)c1cccc(NC(=S)NCc2ccc(Cl)cc2)c1 | 91 | 96 | -17 | . | 98 | 96 | 98 | 94 | -6 | 9 | 97
COc1ccccc1C=NC(CO)C(O)c1ccc([N+](=O)[O-])cc1 (stereo not given) | 97 | 98 | 4 | -12 | 99 | 101 | 98 | 100 | -1 | -14 | 98
Cc1ccc(-c2nnc(-c3ccccc3)c(-c3ccccc3)n2)cc1 | 100 | 101 | 6 | 21 | 101 | 96 | 97 | 103 | -5 | -38 | 99
C=C(C)c1cccc(C(C)(C)NC(=O)Nc2ccc3[nH]c(=O)[nH]c3c2)c1 | ? | ? | -38 | . | ? | 100 | ? | ? | -1 | 17 | ?
CCCCCCc1nc2ccccc2c(=O)n1N | 98 | 100 | 7 | -96 | 100 | 91 | 101 | 98 | -4 | -11 | 97
Nc1nc2n(n1)C(c1ccco1)CC(c1ccc(Cl)cc1Cl)N2 (stereo not given) | 98 | 100 | -3 | 8 | 99 | 103 | 99 | 100 | -3 | 10 | 95
CCCCCC(O)CCc1n[nH]c(=S)n1-c1ccccc1 (stereo not given) | 102 | 101 | -66 | . | 99 | 95 | 103 | 103 | -9 | 18 | 96
CN1/C(=C\C(=O)CSc2ncn[nH]2)C(C)(C)c2ccccc21 | 99 | 100 | -2 | 15 | 103 | 98 | 101 | 104 | -2 | 25 | 103
COc1ccccc1OCCNC1CCCC1 | 97 | 100 | -6 | 16 | 98 | 97 | 99 | 102 | -3 | 8 | 101
Cc1ccc(-n2c(=O)[nH]cc(C(=O)N3CCc4ccccc43)c2=O)cc1 | 103 | 102 | -11 | -4 | 101 | 94 | 104 | 107 | 0 | 0 | 99
Cc1cccc(-c2cc3nc(C)cc(C)n3n2)c1 | 98 | 97 | -4 | -7 | 97 | 77 | 96 | 97 | -1 | 16 | 101
Cc1nc(=O)c(-c2ccccc2)c(C)n1-c1ccccc1O | 97 | 100 | -19 | 5 | 100 | 105 | 99 | 101 | 0 | -2 | 96
Cc1nnc(Nc2ccc(O)cc2)[nH]c1=O | 94 | 98 | -54 | 14 | 97 | 101 | 97 | 97 | 0 | 19 | 102
COc1cccc(C(=O)NNC(=O)Cc2ccc([N+](=O)[O-])cc2)c1 | 96 | 95 | -23 | 7 | 95 | 100 | 99 | 99 | -6 | 3 | 97
Cn1c(SCC(=O)N2c3ccccc3CCc3ccccc32)nnc1-c1ccc(O)cc1 | 101 | 101 | -13 | 5 | 102 | 101 | 102 | 104 | -3 | 14 | 99
CC1=Nn2c(nnc2-c2ccccc2F)SC1 | 98 | 99 | -5 | 14 | 99 | 116 | 102 | 101 | -4 | 17 | 101
O=C(CCC(=O)NNC(=O)Cc1ccccc1)NCc1ccccc1 | 96 | 98 | -32 | 10 | 97 | 105 | 96 | 99 | 0 | 0 | 98
COC(=O)c1ccc(N2Cc3ccccc3/C2=N\C(=O)Nc2ccccc2)cc1 | 100 | 100 | -60 | . | 101 | 96 | 100 | 106 | -4 | -17 | 98
Cc1cc(Cl)ccc1OCC(=O)n1cc(C(=O)c2cc(Cl)ccc2O)cn1 | 89 | 93 | -11 | . | 92 | 101 | 91 | 92 | -4 | 11 | 99
O=C(NC1CCCCC1)c1ccccc1-c1ccccc1 | 98 | 95 | -72 | 5 | 95 | 102 | 99 | 99 | 6 | 2 | 93
CCc1ccc(NC(=O)COC(=O)CN2C(=O)COc3ccccc32)cc1 | 100 | 100 | -3 | . | 99 | 99 | 103 | 105 | 0 | 16 | 98
C=CS(=O)c1sc(Cl)c(N2CCOCC2)c1[N+](=O)[O-] (stereo not given) | 86 | 94 | -76 | -19 | 92 | 78 | 90 | 93 | 9 | 40 | 106
Cc1ccc(-n2c(SCC(=O)c3c(N)n(C)c(=O)n(C)c3=O)nc3sc4c(c3c2=O)CCCC4)c(C)c1 | 94 | 96 | -16 | 30 | 97 | 105 | 98 | 102 | -1 | -5 | 94
CCOC(=O)CSc1ccc(C(=O)Nc2ccc(Cl)cc2)cn1 | 92 | 96 | -7 | . | 94 | 104 | 93 | 94 | 0 | 8 | 101
COc1ccc(-n2nnc3c(SCC(=O)NCC4CCCO4)ncnc32)cc1 (stereo not given) | 100 | 102 | 1 | . | 99 | 98 | 101 | 102 | -3 | 2 | 103
CC(O)Cn1ccccc1=N (stereo not given) | 103 | 111 | -26 | . | 113 | 104 | 111 | 107 | -2 | -4 | 109
COc1ccccc1/C=N/NC(=O)CN(C1=NS(=O)(=O)c2ccccc21)c1ccccc1 | 102 | 100 | -12 | -15 | 100 | 102 | 101 | 104 | 0 | -8 | 99
CC(C)OP(C)(=O)CN1CCN(CP(C)(=O)OC(C)C)CC1 (stereo not given) | 97 | 100 | 25 | 2 | 101 | 98 | 100 | 106 | -2 | 14 | 101
CCOc1ccc(C2C(C(=O)/C=C/c3ccco3)=C(O)C(=O)N2CCN2CCOCC2)cc1OC (stereo not given) | 97 | 102 | -30 | -27 | 99 | 98 | 100 | 103 | 2 | 11 | 99
c1ccc(CNCc2ccc3c(c2)OCO3)nc1 | 98 | 98 | -15 | . | 98 | 102 | 101 | 101 | 0 | -15 | 100
Cc1ccc(F)cc1NC(=O)c1c(-c2ccccc2)noc1C | 102 | 100 | -12 | . | 98 | 102 | 103 | 111 | 0 | 7 | 102
COc1cccc(C2c3[nH]c4ccccc4c3CCN2CCCn2cccn2)c1 (stereo not given) | 97 | 100 | -32 | 6 | 98 | 101 | 97 | 99 | -1 | 12 | 103
Cc1ccc(-n2c(=O)cc(N3CCCCCC3)[nH]c2=O)cc1 | 99 | 101 | -20 | . | 101 | 102 | 98 | 101 | 0 | 19 | 104
CCOc1ccc(N2C(=O)/C(=C/c3cccs3)N(C)C2=S)cc1 | 104 | 106 | -24 | 23 | 104 | 102 | 104 | 108 | -2 | 5 | 101
O=C(Nc1ccc(OC(=O)c2ccccc2)c(-c2nc3ccccc3s2)c1)c1ccccc1 | 97 | 100 | -27 | -16 | 96 | 100 | 101 | 96 | -1 | -19 | 98

Assay outcomes (PubChem BioAssay)
